Assay outcomes (PubChem BioAssay)
HP1b chromo inh – inhibitors of HP1-beta chromodomain binding to methylated histone tails. P83916. AlphaScreen HP1-beta / biotin-H3K9me3 peptide binding. Potency, µM (doses to about 114 µM), without a hit: at the highest dose activity change, negative = inhibition, most hits filed as inhibitors. actives 0.56% (n = 390,000). AID 540317; also: potency is read from the fitted curve at half-maximal effect; nearly all actives have a fitted effect of over 70% in size; inactives centre near 23
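AlphaScreen: HP1-beta (50 nM) preformed 30 min with biotin-H3(1-18)K9me3 peptide (50 nM) in PBS pH 7.4, 0.01% Tween-20. Compound added for 30 min at RT, then streptavidin donor/nickel chelate acceptor beads (10 ug/mL) for 30 min.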
PI4K2A block – inhibitors of human PI4K2A. actives 0.13% (n = 420,000). activity change, negative = inhibition, % at 76.9 µM. Q9BTU6. AID 1346378. purified PI4K2A, ADP-Glo luminescence, 1 h; stronger effect = lower value; in the data active = activity change below about -50%; inconclusive = mostly about -30% to -49%;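 also: -100% = wells without enzyme as full effect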
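PI4K2A activity was measured by ADP-Glo luminescence: enzyme (4 ug/mL stock) and phosphatidylinositol (1.2 mM stock) in Tris pH 7.5/MgCl2/EGTA/Triton X-100 buffer were reacted with ATP (300 microM stock) for one hour at ambient temperature.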
GLS inhibitor – blocks human kidney-isoform glutaminase activity; O94925; GLS enzymatic activity, qHTS titration; Potency, µM (top dose mostly 45.5 µM), without a hit: at the highest dose activity change, negative = inhibition, most hits filed as inhibitors; actives 0.21% (n = 410,000); AID 624170; also: potency is read from the fitted curve at half-maximal effect; % is scaled to controls: 0 for no effect and ±100 for the full control effect
Target sequence (O94925 whole entry, looked up, canonical isoform): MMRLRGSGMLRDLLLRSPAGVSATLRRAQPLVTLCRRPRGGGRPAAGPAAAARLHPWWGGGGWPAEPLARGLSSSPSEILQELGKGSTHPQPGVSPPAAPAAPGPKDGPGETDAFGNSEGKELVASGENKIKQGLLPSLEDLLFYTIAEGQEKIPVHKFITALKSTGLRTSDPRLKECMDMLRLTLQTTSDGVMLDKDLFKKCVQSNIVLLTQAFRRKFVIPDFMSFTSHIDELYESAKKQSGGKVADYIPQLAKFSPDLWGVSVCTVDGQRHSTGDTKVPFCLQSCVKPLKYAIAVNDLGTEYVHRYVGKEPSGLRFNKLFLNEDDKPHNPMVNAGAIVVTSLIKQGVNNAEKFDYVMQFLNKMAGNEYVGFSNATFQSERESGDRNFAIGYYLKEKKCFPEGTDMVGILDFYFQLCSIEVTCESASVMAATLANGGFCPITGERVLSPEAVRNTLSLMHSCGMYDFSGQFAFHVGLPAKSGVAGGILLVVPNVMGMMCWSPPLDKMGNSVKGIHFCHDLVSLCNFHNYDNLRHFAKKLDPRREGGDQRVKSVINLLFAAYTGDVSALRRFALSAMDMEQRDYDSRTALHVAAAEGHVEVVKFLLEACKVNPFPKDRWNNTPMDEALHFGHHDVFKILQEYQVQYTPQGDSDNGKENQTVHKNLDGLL
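Human kidney-isoform GLS in 45 mM KH2PO4 pH 8.2, 0.02% Tween-20, with compound, started with 1mM L-Glutamine (added stock). Glutamate oxidase/HRP/Amplex red coupled fluorescence read at start and after 30 min at RT.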
mIDH1 inhibitor – blocks human mutant IDH1 R132H enzyme; actives 0.093% (n = 390,000); Potency, µM (highest dose often 76.6 µM), without a hit: top-dose activity change, negative = inhibition, usual class: inhibitors; O75874; IDH1-R132H enzyme, NADPH consumption, diaphorase/resazurin fluorescence; also: potency is read from the fitted curve at half-maximal effect; % is scaled to controls: 0 for no effect and ±100 for the full control effect; nearly all actives have a fitted effect of over 65% in size
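IDH1-R132H (0.5 ug/mL dispensed) in pH 7.5 Tris buffer was preincubated 30 min with compound, then given a substrate mix of 0.016 mM NADPH and 2 mM alpha-KG for 80 min at room temperature; remaining NADPH was read by diaphorase/resazurin fluorescence.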
Tb PGK inh – blocks T. brucei phosphoglycerate kinase; PGK/GAPDH coupled, Kinase-Glo luminescence, 60 min; Potency, µM (highest dose often 57.5 µM), inactives show at the highest dose activity change, negative = inhibition, most hits filed as inhibitors; P07378; actives 0.043% (n = 380,000); also: potency is read from the fitted curve at half-maximal effect; % is scaled to controls: 0 for no effect and ±100 for the full control effect; nearly all actives have a fitted effect of over 60% in size
Target sequence (P07378 whole entry, looked up): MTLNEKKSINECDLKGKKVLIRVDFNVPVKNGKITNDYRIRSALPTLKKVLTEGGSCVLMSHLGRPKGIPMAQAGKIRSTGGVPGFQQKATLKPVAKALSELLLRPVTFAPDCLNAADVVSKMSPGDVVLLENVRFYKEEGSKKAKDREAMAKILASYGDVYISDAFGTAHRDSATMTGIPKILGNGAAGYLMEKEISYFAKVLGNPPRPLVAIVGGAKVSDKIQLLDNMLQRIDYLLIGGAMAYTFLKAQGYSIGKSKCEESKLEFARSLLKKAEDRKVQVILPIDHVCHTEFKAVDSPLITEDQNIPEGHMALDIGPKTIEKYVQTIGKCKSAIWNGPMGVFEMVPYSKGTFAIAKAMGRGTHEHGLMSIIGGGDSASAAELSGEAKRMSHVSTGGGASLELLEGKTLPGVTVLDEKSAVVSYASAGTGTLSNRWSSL
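Luminescent ATP detection (Kinase-Glo Plus) follows a 60-minute room-temperature incubation, with wells lacking PGK as controls. Buffer: 100 mM TEA (pH 7.6), 5 mM MgCl2, 0.01% Tween-20. Coupling enzyme GAPDH (100 nM final) supplies unstable 1,3-BPG in-well.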
USP1 inh – USP1/UAF1 (human) deubiquitinase inhibition | O94782 | recombinant USP1/UAF1, Ub-Rhodamine cleavage fluorescence | Potency, µM (titrated, usually from 57.1 µM), for inactives: at the highest dose activity change, negative = inhibition, usual class: inhibitors | actives 0.23% (n = 390,000) | AID 743255; also: potency is read from the fitted curve at half-maximal effect; % is scaled to controls: 0 for no effect and ±100 for the full control effect; nearly all actives have a fitted effect of over 60% in size; inactives centre near -12
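Step one: compound is pinned into 1nM USP1/UAF1 in HEPES pH 7.8 buffer with TCEP. Step two: 15 min room-temperature incubation. Step three: Ub-Rho (150nM final) starts cleavage, tracked by fluorescence over six one-minute reads.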
rTrxR1 inhibitor – blocks rat thioredoxin reductase 1 | recombinant rTrxR1, NADPH fluorescence consumption, selenite substrate | Potency, µM (doses to about 114 µM), inactives show top-dose activity change, negative = inhibition, usual class: inhibitors | actives 1% (n = 390,000); also: potency is read from the fitted curve at half-maximal effect; % is scaled to controls: 0 for no effect and ±100 for the full control effect; nearly all actives have a fitted effect of over 65% in size
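Rat TrxR1 (90 nM in the dispensed reagent) was pre-reduced with 400 uM NADPH for 5 min at room temperature, then incubated with compound for 15 min. After 400 uM selenite was added, NADPH fluorescence (Ex 340/Em 450 nm) was followed for 8 min.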
Pin1 inhibitor – inhibitors of human Pin1; Pin1 FP peptide displacement, HiFluor488, 10 min; Q13526; actives 0.009% (n = 390,000); Potency, µM (top dose mostly 115 µM), for inactives: at the highest dose activity, negative = inhibition, most hits filed as inhibitors; AID 504891; active = well fitted inhibition curve with a large enough effect in the polarisation, with a control signal flat, not every such curve was filed as active; inconclusive = small, poorly fitted or top-dose-only effect, or effect the other way, or a change in a side signal; inactive = no such curve, though single readings can be large or run the other way; the % refers to the polarisation; also: potency is read from the fitted curve at half-maximal effect; % is scaled to controls: 0 for no effect and ±100 for the full control effect
TrxR1 substrate – substrates of rat thioredoxin reductase 1; O89049; purified TrxR1 substrate turnover, NADPH consumption readout; Potency, µM (titrated, usually from 114 µM), without a hit: at the top dose activity change, negative = substrate turnover; actives 0.01% (n = 390,000); AID 588456; also: potency is read from the fitted curve at half-maximal effect; % is scaled to controls: 0 for no effect and ±100 for the full control effect; nearly all actives have a fitted effect of over 50% in size
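Rat TrxR1, dispensed at 90 nM, was prereduced with 400 uM NADPH (final) for 5 min at ~22 deg C, then incubated with compound 15 min before 400 uM selenite. A first-read NADPH fluorescence drop versus no-compound background flagged substrates.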
Active calls of the source: *; i = inactive; ? = inconclusive; · = not tested or not shown; & = joins results of further samples; [ ] = remark or other dose. Unless noted, calls follow the shape of the dose curve; as a rule, active = well fitted curve in the direction sought with a large enough effect; inconclusive = small, poorly fitted or top-dose-only effect, or another doubt; inactive = no such curve, though single readings can be large; an effect the other way counts as inactive or inconclusive. Only part of the results is shown; count on the stated rates, not on these rows.

SMILES	HP1b chromo inh	PI4K2A block	GLS inhibitor	mIDH1 inhibitor	Tb PGK inh	USP1 inh	rTrxR1 inhibitor	Pin1 inhibitor	TrxR1 substrate
CCOC(=O)c1c(Nc2ccc(Cl)cc2)sc(/C=C2\C=Nc3ccccc32)c1O	13%	3	0%	1%	-4%	75%[activator]	-6%	?	-3%
CC1(C)Cc2c(C#N)c(N3CCN(C(=O)c4ccco4)CC3)nc(-c3ccco3)c2CS1	-32%	?	?	2%	-4%	?	7.1µM*	-2%	27%
O=C(Nc1ccc(CN2CCCCC2)cc1)c1cc(Br)ccc1Cl	7%	0	1%	9%	8%	-15%	15%[57.1 µM]	0%	10%
CC(=O)c1cccc(OCc2cc(C(=O)N(C)CCC3CCOCC3)no2)c1	35%	3	0%	6%	-1%	-26%	8.9µM*	-5%	7%
O=C(COc1ccccc1)NC1CCCN(Cc2ccccc2F)C1 (configuration not stated)	23%	1	7%	-1%	3%	-3%	5%	2%	-1%
CCC1CCCCN1S(=O)(=O)c1ccc(NC(=O)c2cc(=O)c3c(C)cc(C)cc3o2)cc1 (configuration not stated)	20%	-3	14%	-14%	10%	?	8%	5%	1%
Cc1cc(C(F)(F)F)nn1CC(=O)NNC(=S)Nc1ccc(F)cc1	32%	-3	19%	3%	0%	-4%	-9%	-6%	-5%
COc1ccc(-n2c(=O)c3c4c(sc3n(Cc3ccccc3C)c2=O)CCCC4)c(OC)c1	-9%	1	1%	25%	-2%	-26%	30%	-2%	9%
CCOC(=O)c1nc(NCc2cccnc2)c2ccccc2n1	47%[activator]	-1	-3%	3%	·	-8%	15%[57.1 µM]	-8%	-7%
Cc1cc(NS(=O)(=O)c2ccc(NC(=O)c3cnc4sccn4c3=O)cc2)nc(C)n1	34%	-3	2%	-1%	3%	-17%	16%[57.1 µM]	21%	-10%
O=C1c2ccccc2C(Nc2ccccc2F)N1c1cccnc1 (configuration not stated)	15%	-1	2%	-4%	-7%	0%	19%[57.1 µM]	1%	2%[57.1 µM]
N#CC1(Cc2ccccc2Cl)c2ccccc2C=CN1C(=O)c1ccccc1 (configuration not stated)	10%	5	-2%	1%	1%	-3%	7%	6%	3%
CN(NC(=O)c1ccccc1)c1nc2ccccc2nc1C(F)(F)F	26%	-4	7%	-2%	-12%	-18%	9%[57.1 µM]	3%	8%[57.1 µM]
Cc1cc(C)c2nc(NNC(=O)c3ccc(S(=O)(=O)N4CC(C)CC(C)C4)cc3)sc2c1 (configuration not stated)	-12%	2	-1%	-8%	5%	6%	11%[57.1 µM]	-6%	-4%[57.1 µM]
CCCOc1ccc(C(=O)Nc2ccc(S(=O)(=O)N3CCN(C)CC3)cc2)cc1	21%	1	-6%	9%	-2%	-13%	14%[57.1 µM]	1%	-5%[57.1 µM]

A portion from further up, as a working copy:
SMILES	HP1b chromo inh	PI4K2A block	GLS inhibitor	mIDH1 inhibitor	Tb PGK inh	USP1 inh	rTrxR1 inhibitor	Pin1 inhibitor	TrxR1 substrate
CCOC(=O)c1c(Nc2ccc(Cl)cc2)sc(/C=C2\C=Nc3ccccc32)c1O	13%	3	0%	1%	-4%	75%[activator]	-6%	?	-3%
CC1(C)Cc2c(C#N)c(N3CCN(C(=O)c4ccco4)CC3)nc(-c3ccco3)c2CS1	-32%	?	?	2%	-4%	?	7.1µM*	-2%	27%

The list goes on:
SMILES	HP1b chromo inh	PI4K2A block	GLS inhibitor	mIDH1 inhibitor	Tb PGK inh	USP1 inh	rTrxR1 inhibitor	Pin1 inhibitor	TrxR1 substrate
CCN1CCN(c2oc(-c3ccccc3C)nc2S(=O)(=O)c2ccccc2)CC1	-29%	5	-1%	9%	-6%	-19%	8%	-11%	-1%
O=C(Nc1cccc(-c2cnc3ccccc3n2)c1)C1CC(=O)N(c2ccccc2)C1 (configuration not stated)	14%	2	3%	-2%	-2%	-18%	-1%	0%	0%
O=C(Cc1ccccc1)Nc1ccc(F)cc1	48%[activator]	2	0%	-6%	-1%	-15%	-2%	-4%	-11%
COc1cc2oc(=O)cc(-c3cccc(-c4cccc(C)c4)c3)c2c(OC)c1OC	33%[activator]	2	1%	-4%	-3%	-22%	21%	2%	3%
CCOc1ccccc1NC(=O)CSc1nc2c(c(=O)[nH]1)CCC2	22%	3	5%	·	·	-25%	7%	2%	-10%
CCOC(=O)C1CCCN(S(=O)(=O)c2ccc(Br)c(OC)c2)C1 (configuration not stated)	57%[activator]	-7	1%	3%	i	-14%	18%[57.1 µM]	6%	-4%[57.1 µM]
Fc1ccc(COc2cccc3cccnc23)cc1	35%	2	4%	3%	-6%	-6%	17%[57.1 µM]	-3%	5%[57.1 µM]
N#Cc1c(-c2ccccc2)nc(SCC(=O)Nc2nnc(C(F)(F)F)s2)[nH]c1=O	16%	0	0%	6%	-3%	-21%	15%[57.1 µM]	-1%	2%[57.1 µM]
O=C(O)CCCCN1C(=O)/C(=C\c2ccc(OCc3ccccc3)c(OCc3ccccc3)c2)SC1=S	?	-7	10%	1%	-5%	-24%	-9%	?	-11%
COc1ccc(CNC(=O)Nc2ccc([N+](=O)[O-])cc2)cc1	23%&-1%	0	2%	-8%[38.3 µM]	3%	-24%	22%&0%	0%&-5%	0%&-8%
CCCCN1C(N)=NC[C@@H]1Cc1ccc(O)cc1	0%	4	54%[activator]	-1%	-5%	-15%	19%[57.1 µM]	0%	3%
NC(=S)N=Nc1c(O)n(CCCl)c2ccc(Cl)cc12	-7%	-13	-6%	3%	-7%	-13%	25%[57.1 µM]	0%	-5%[57.1 µM]
CCn1nc(C)c(C(=O)Nc2cc(Oc3cc(C)cc(C)c3)cc([N+](=O)[O-])c2)c1C	-16%	6	-1%	0%	-5%	-24%	2%	6%	-11%
CC(C)[C@H](NS(=O)(=O)/C=C/c1ccccc1)C(=O)OCC(=O)NC(N)=O	35%	1	5%	-3%	-1%	-9%	10%	-1%	-3%
COC(=O)C1=C(C)OC(N)=C(C#N)C1c1cc(C)sc1C (configuration not stated)	9%	-3	20%	-4%	1%	-11%	-2%	1%	-4%
CC(C)c1ccc(CN2C(=O)c3ccccc3S2(=O)=O)cc1	106%[activator]	6	3%	-5%	0%	-11%	11%	-7%	-11%
O=C1CN(C(=O)c2cc3ccccc3o2)c2ccccc2N1	18%	-1	1%	7%	-7%	-8%	14%[57.1 µM]	5%	9%[57.1 µM]
Cc1nc(N2CCCCC2)c2ccsc2n1	?	-3	·	3%	3%	-12%	-1%	-6%	3%
Cc1ccc2c(c1)C1CN(C)CCC1N2S(=O)(=O)c1ccc(C(C)C)cc1 (configuration not stated)	20%	8	-5%	4%	-1%	-12%	?	3%	-11%
CSc1ccccc1C(=O)Nc1cc2c(cc1C(=O)O)OCCCO2	1%	2	6%	8%	-1%	-22%	11%[57.1 µM]	-1%	10%[57.1 µM]
CCC(=O)Nc1ccc(-c2nnc(SCC(=O)N3CCCCC3)n2C)cc1	22%	-6	-1%	-3%	4%	3%	10%	-1%	1%
Cn1cc(C(=O)N/N=C/c2cccc([N+](=O)[O-])c2)c2ccccc21	19%	2	0%	-3%	5%	-12%	10%[57.1 µM]	6%	2%[57.1 µM]
COC(=O)c1cn(NC(=O)C2CCCO2)c(=O)c2ccccc12 (configuration not stated)	3%	0	4%	3%	i	-13%	-2%	0%	0%
CCCCOC(=O)c1ccc(Nc2ncnc3nc[nH]c23)cc1	32%[activator]	-8	-4%	12%	i	-19%	18%	-4%	6%
C=CCNc1nc(Cl)nc(Nc2ccc([N+](=O)[O-])cc2)n1	10%	3	-2%	-5%	4%	6%	7%[57.1 µM]	8%	3%[57.1 µM]
CCc1nnc(NC(=O)C2CCN(S(=O)(=O)c3ccc(C)cc3)CC2)s1	51%[activator]	-1	-14%	-14%	0%	-14%	24%	-6%	-3%
Cn1c(SCC#N)nnc1-c1ccc2c(c1)OCO2	18%	8	1%	0%	-2%	-12%	-42%	1%	8%[57.1 µM]
O=C(NCC1CCCO1)C1CCCN(S(=O)(=O)c2ccc(F)cc2)C1 (configuration not stated)	16%	2	-3%	-2%	-4%	4%	21%	-10%	3%
N/C(COc1cc(Cl)cc(Cl)c1)=N\O	23%	1	0%	5%	i	-2%	11%[57.1 µM]	-9%	-20%[57.1 µM]
O=C(NCCc1ccccn1)/C(=C/c1ccco1)NC(=O)c1ccccc1	59%[activator]	-1	1%	0%	-10%	-13%	?	1%	4%
O=S(=O)(c1ccc2c(c1)CCCN2)N1CCCC2CCCCC21 (configuration not stated)	-4%	6	39%[activator]	-8%	-1%	-28%	30%	-1%	7%
Cc1ccc(C(=O)CN2CCN(c3ccccn3)CC2)c(C)c1	36%	10	1%	-10%	-2%	-24%	?	-12%	0%
C=CCC1(O)C(=O)N2C(=C1C(=O)OCC)c1ccc3ccccc3c1CC2(C)C (configuration not stated)	41%[activator]	1	-15%	6%	-6%	-22%	30%	0%	6%
COC(=O)CCc1c(C)c(C(=O)c2cc(OC)c(OC)c(OC)c2)c2ccccn12	14%	-2	12%	-10%	3%	-21%	-3%	-9%	-4%
Cc1cccc(NC(=S)NCC(c2cccnc2)N(C)C)c1C (configuration not stated)	17%	2	11%	2%	-2%	-9%	-15%	-4%	-7%
COc1cc(Cl)c(CN2CCC(CO)(CCOc3ccccc3)CC2)cc1OC	30%	4	-3%	-1%	-7%	-7%	17%	-4%	-5%
